# HIF activator – HIF pathway transcriptional activation; U2OS HRE-luciferase reporter, luminescence; normalized: DMSO 0%, desferrioxamine 100%; activation, % at 7.5 µM (by protocol); actives 0.32% (n = 300,000);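 active = mean activation of at least 10% of the iron chelator positive control signal, with at least half of replicates also reaching 10%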
# TRPC4 PAM – allosterically enhances the mouse TRPC4 cation channel | HEK293 TRPC4beta/mu-opioid, DAMGO EC20, Fluo-4 Ca2+ flux; stronger effect = higher value | B-score at 10 µM | actives 0.42% (n = 310,000);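 active = B-score of calcium response area above 5 SD of library B-scores, with initial fluorescence ratio within 5 SD of library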;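 note: B-score of integrated fluorescence ratio over time as area under calcium response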
# KLF5 inh – kruppel-like factor 5 inhibition. DLD-1 KLF5 promoter-luciferase reporter, luminescence. AID 1700. inhibition, % at 5 µM. actives 0.23% (n = 290,000);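 active = inhibition above a per-plate limit of that plate's mean compound inhibition plus 3 SD, cut at about 60% in these data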;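 note: 0% = DMSO wells and 100% = LY294002 at 200 µM; higher means less KLF5 promoter-driven luciferase light; inactives centre near -14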
# TRPC4 act – TRPC4 (mouse) channel activation; B-score at 10 µM; AID 2237; actives 0.49% (n = 310,000); HEK293 TRPC4beta/mu-opioid, Fluo4 calcium fluorescence; stronger effect = higher value;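 active = B-score above 5 SD of library B-scores, and initial fluorescence ratio not above library mean plus 5 SD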;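 note: positive B-score marks a calcium rise read as TRPC4 activation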
#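 Incubation: 45 min room-temperature Fluo4 loading, 110 s read / System: HEK293 cells stably co-expressing mouse TRPC4beta and mu-opioid receptor / Signal: Fluo4 fluorescence, kinetic / Control set: buffer (low) and maximal DAMGO (high) / Measure: integrated baseline-normalised fluorescence ratio, converted to per-well B score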
# SKKanGAS inh – inhibitors of SKKanGAS S. pyogenes growth in kanamycin (SK-promoter or general growth effect) | BacTiter-Glo, 6 h | inhibition, % at 7.5 µM | actives 1.3% (n = 300,000) | AID 1662;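 active = mean replicate score, as percent of positive control median, at least 50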;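 note: strain carries kanamycin resistance gene driven by streptokinase promoter and grows in 40 µg/ml kanamycin; loss of luminescence reflects streptokinase promoter inhibition or plain growth inhibition; 0% = median of DMSO wells and 100% = positive control at its reference dose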
# TRPC4 inh – TRPC4 (mouse) channel inhibition; Q9QUQ5; actives 0.39% (n = 300,000); HEK293 TRPC4beta/mu-opioid, DAMGO-evoked Fluo4 calcium flux; stronger effect = lower value; AID 2247; B-score at 10 µM;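 active = B-score over 3 SD under the library average, no early fluorescence shift, positive overall ratio signal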
#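 System: stable TRPC4beta/mu-opioid receptor HEK293 cells; Dosing: single-point compound dosing; Measured by: Fluo4 Ca2+ flux fluorescence; Read-out basis: per-well B score of integrated baseline-normalized Fluo4 ratio.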
# TRPC6 activator – activates the mouse TRPC6 cation channel. HEK293-TRPC6 membrane potential dye fluorescence; stronger effect = higher value. B-score at 10 µM. actives 0.13% (n = 310,000). AID 2550;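 active = B-score of the integrated fluorescence ratio above library mean plus 3 SD, and starting fluorescence ratio within library mean plus 5 SD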;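 note: higher score means more depolarization so channel activation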
# MrgX1 antagonist – human MrgX1 receptor antagonism, primary screen. B-score at 10 µM. MRGX1-HEK293 calcium flux, Fluo-4, BAM8-22 antagonism; stronger effect = lower value. actives 1.3% (n = 310,000). AID 588676;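 active = calcium-response B-score plate-corrected more than 3 library SD below zero, starting fluorescence within 5 deviations, no agonist response on first addition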;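 note: peak minus trough fluorescence over baseline after final BAM8-22 challenge near maximal dose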
# Target sequence (Q96LB2 whole entry, looked up): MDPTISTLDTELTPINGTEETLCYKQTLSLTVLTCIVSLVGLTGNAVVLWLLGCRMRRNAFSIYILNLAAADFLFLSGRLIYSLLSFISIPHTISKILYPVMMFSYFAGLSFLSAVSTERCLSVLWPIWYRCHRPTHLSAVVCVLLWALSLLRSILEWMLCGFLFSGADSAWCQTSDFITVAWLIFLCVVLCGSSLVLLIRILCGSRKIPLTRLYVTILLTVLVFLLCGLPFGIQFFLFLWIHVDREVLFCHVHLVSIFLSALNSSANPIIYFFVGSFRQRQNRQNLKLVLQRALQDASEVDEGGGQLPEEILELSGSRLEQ
# aSyn 5UTR inh – MLPCN primary screen, SNCA 5' untranslated region; alpha-synuclein 5'UTR reporter, inhibitor activity; actives 0.82% (n = 300,000); inhibition, % (tested at 7.5 µM); in the data active = inhibition above about 60%;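 note: H4 neuroglioblastoma cells stably carrying SNCA 5'UTR luciferase fusion; 0% = DMSO wells and 100% = positive control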
# TRPC6 inh – blocks the mouse TRPC6 cation channel; Q61143; HEK293-TRPC6, membrane potential dye, ACh-evoked depolarization; stronger effect = lower value; B-score at 10 µM; actives 1.1% (n = 310,000);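 active = B-score under library mean minus 3 SD, initial fluorescence not abnormally high, positive integrated signal ratio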;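 note: B-score derived from integrated fluorescence ratio over the kinetic read; more negative B-score means stronger inhibition of depolarization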
# IEC-6 tox – kills IEC-6 intestinal cells in KLF5 counter-screen; IEC-6 cytotoxicity, luminescence viability; inhibition, % at 5 µM; actives 0.78% (n = 290,000); AID 1825; in the data active = inhibition above about 22%;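 note: 0% = plate median of test compound wells and 100% = cytotoxic reference compound wells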
# Active calls of the source: *; i = inactive; / = no result given. Random draw from the library (roughly 5.8% active in at least one column).
SMILES,HIF activator,TRPC4 PAM,KLF5 inh,TRPC4 act,SKKanGAS inh,TRPC4 inh,TRPC6 activator,MrgX1 antagonist,aSyn 5UTR inh,TRPC6 inh,IEC-6 tox
COc1ccc(NC(=S)NN2C(C)CCCC2C)cc1 (stereo unspecified),-0.2,i,0,i,5,i,i,i,-17,i,3
CSc1ccccc1NC(=O)Nc1ccc(F)c(Cl)c1,/,i,-9,i,0,i,i,i,/,i,2
O=S(=O)(Nc1nc2ccccc2nc1NCC1CCCO1)c1cccc(Cl)c1 (stereo unspecified),-0.1,i,-8,i,13,i,i,i,3,i,2
O=C(NNC(=O)C1CC=CCC1)c1cccc(Br)c1 (stereo unspecified),/,i,/,i,4,i,i,i,/,i,/
CCCCCn1c(SCCC(C)C)nc2c1c(=O)[nH]c(=O)n2C,-0.6,/,-20,/,26,/,/,i,35,/,-1
CCOC(=O)c1cnn(-c2ccccc2)c1N,0.6,i,-25,i,-1,i,i,-4.7*,0,i,5
CC1CC(C)CN(C(=O)C2CCN(S(=O)(=O)c3ccc4c(c3)CC(C)N4C(=O)C3CC3)CC2)C1 (stereo unspecified),-0.1,i,-4,i,-5,i,i,i,15,i,5
O=C(Nc1ccc2nc3n(c(=O)c2c1)CCCC3)c1cccnc1Cl,0.1,i,/,i,-1,i,i,i,1,i,/
CCC1Nc2ncnc(N3CCN(c4ccccc4)CC3)c2N(Cc2ccc(OC)cc2)C1=O (stereo unspecified),-0.2,i,/,i,3,i,i,i,28,i,/
Cc1cc(N2CCOCC2)nc2ccc(Cl)cc12,2.4,i,-38,i,-3,i,i,i,-111,i,11
Cc1ccc(S(=O)(=O)NC(C)C(=O)Nc2ccc3c(c2)OCO3)cc1 (stereo unspecified),-0.3,i,7,i,5,i,i,i,2,i,-1
O=C(CCS(=O)(=O)c1ccc(Br)cc1)NC1CCCC1,-0.1,i,-23,i,-2,i,i,i,-1,i,-6
Cc1n(CC(O)COC2CCCCC2)c2ccccc2[n+]1C (stereo unspecified),-0.2,i,-27,i,-14,i,i,i,-4,i,0
O=C1CCN(C(=O)c2ccccc2)C2CCCCC12 (stereo unspecified),-0.6,i,13,i,-2,i,i,i,15,i,0
CCc1ccc2nc(SCC(=O)N(CC)CC)c(C#N)cc2c1,0.7,i,-20,i,-1,i,i,i,-10,i,1
CNC(=O)CN(c1ccc2c(c1)OCCO2)S(C)(=O)=O,0.1,i,-19,i,-1,/,i,i,7,i,5
CCc1cccc(C)c1NC(=O)c1ccc2c(c1)CCN2S(C)(=O)=O,-1.0,i,-17,i,-2,i,i,i,-2,i,6
Cc1c(C(=O)O)cccc1-c1ccc(/C=N/n2cnnc2)o1,2.1,i,-47,i,-1,i,i,i,-79,i,-5
Cc1ccc(-c2nc(-c3ccncc3)no2)cc1C,1.7,i,-97,i,0,i,i,i,-54,i,0
Cc1ccc(NC(=O)Cn2nnc(C(=O)NCc3ccco3)c2N)cc1,-0.7,i,-133,i,-1,i,i,i,-8,i,0
Cc1noc(C)c1COc1ccc(C(=O)NCCc2ccc(S(N)(=O)=O)cc2)cc1,0.0,i,/,i,-3,i,i,i,12,i,/
OC[C@@H](O)[C@H](O)C(/C=N/Nc1ccccc1)=N\Nc1ccccc1,0.3,i,11,i,0,i,i,i,-17,i,9
CCCCCCCCCC(=O)N/N=C(\C)c1cccnc1,0.2,i,-6,i,-10,i,i,i,-19,i,0
CN1CCN(CCCNC(=O)C2CC(=O)N(C3CCCCC3)C2)CC1 (stereo unspecified),-0.3,i,-26,i,-19,i,i,i,-3,i,-2
CCc1nnc(NC(=O)CCC(=O)N2CCN(S(=O)(=O)c3ccc(OC)cc3)CC2)s1,0.0,i,-1,i,30,i,i,i,16,i,-7
# Going on with the list.
SMILES,HIF activator,TRPC4 PAM,KLF5 inh,TRPC4 act,SKKanGAS inh,TRPC4 inh,TRPC6 activator,MrgX1 antagonist,aSyn 5UTR inh,TRPC6 inh,IEC-6 tox
O=C(C1Cc2ccccc2CN1S(=O)(=O)c1cccs1)N1CCCCCC1 (stereo unspecified),0.2,i,8,i,-5,i,i,i,-3,i,-4
CC1(c2cccc3ccccc23)NC(=O)N(CC(=O)NC2CCS(=O)(=O)C2)C1=O (stereo unspecified),-0.3,i,-15,i,0,i,i,i,10,i,-8
O=C(c1ccco1)N1CCN(Cc2nc(Cc3ccccc3)no2)CC1,-0.5,i,-35,i,0,i,i,i,12,i,-4
Cc1ccc(C)c(OCCC(=O)OCC(=O)Nc2ccc(Cl)cn2)c1,-0.4,i,/,i,-5,i,i,i,-5,i,/
O=C(CCc1ccccc1)N1CCCC(Nc2ccc(F)cc2)C1 (stereo unspecified),0.1,i,6,i,2,i,i,i,14,i,1
CC1CCCCC1NC(=O)COC(=O)c1ccc(S(=O)(=O)N2CCOCC2)cc1 (stereo unspecified),-0.2,i,-25,i,1,i,i,i,8,i,-2
O=c1[nH]nc(Cc2ccc(-c3ccc(Cl)cc3)o2)c2ccccc12,0.1,i,3,i,-5,i,i,i,-2,i,-5
Cc1nc(NC(=O)CSc2nnnn2Cc2ccccc2)sc1C,0.5,i,-5,i,-4,i,i,i,-15,i,5
CC(=O)N1CCN(CC(=O)Nc2ccc([N+](=O)[O-])cc2Br)CC1,-0.3,i,-20,i,0,i,i,i,-1,i,-1
Cc1cc(C)nc(SCc2nc3nc(C)cc(C)n3c2Br)n1,-0.1,i,-15,i,-7,i,i,i,22,i,0
COC(=O)c1c(SCc2ccc(C#N)cc2)nc(=O)[nH]c1C,0.0,i,7,i,6,i,i,i,-27,i,5
O=C(Nc1ccc2c(c1)OCO2)C1CC(c2ccc(Cl)cc2)=NO1 (stereo unspecified),-0.3,i,-4,i,-4,i,i,i,6,i,-5
COc1cccc(NC(=O)c2ccc[n+](C)c2)c1,0.4,i,-27,i,0,i,i,i,6,i,0
Cc1c(OC(C)C(=O)NCc2ccncc2)ccc2c3c(c(=O)oc12)CCC3 (stereo unspecified),-0.2,i,-6,i,-10,i,i,i,-9,i,8
COc1ccc(N(CC(=O)Nc2c(C)n(C)n(-c3ccccc3)c2=O)S(=O)(=O)c2ccc(C)cc2)cc1OC,-0.7,i,-11,i,-4,i,i,i,17,i,3
CCCSc1sc(C(=O)OC)c(-c2cccs2)c1C#N,-0.2,i,-19,i,-7,i,i,i,-11,i,1
CN(C)c1ccnc(SCc2ccccc2Cl)c1C#N,0.2,i,1,i,-2,i,i,i,-22,i,2
COc1ccc(CN2CCC(n3nccc3NC(=O)C3CC3)CC2)c(OC)c1OC,-0.5,i,-30,i,-2,i,i,i,24,i,-3
O=C(O)c1ccc(S(=O)(=O)/N=C2\C=C(Nc3ccccc3F)C(=O)c3ccccc32)cc1,-0.8,i,-105,i,88*,i,i,i,-45,i,11
CC(=O)NC(CC(=O)OC(C)C(=O)Nc1ncc(Cl)cc1Cl)c1ccccc1 (stereo unspecified),-0.2,i,-16,i,-5,i,i,i,3,i,-7
Cc1ccc(/C(N)=N/OC(=O)Cc2ccccc2)cc1,2.2,i,-7,i,10,i,i,i,-130,i,-2
CC1CCN(C(=O)c2cc(-c3ccc(Cl)c(Cl)c3)on2)CC1,/,i,-9,i,-2,i,i,i,/,i,8
NC(=O)c1ccsc1NC(=O)C1CCCCC1,0.5,i,-27,i,-5,i,i,i,-34,i,-3
CC(C)Cn1c(=O)c2c(nc3n2CC(C)CN3Cc2ccccc2)n(C)c1=O (stereo unspecified),-0.4,i,-35,i,-9,i,i,i,13,i,-1
Cn1cccc2[nH]c(=O)nc1-2,-0.1,i,1,i,6,i,i,i,-27,i,2
# The list goes on.
SMILES,HIF activator,TRPC4 PAM,KLF5 inh,TRPC4 act,SKKanGAS inh,TRPC4 inh,TRPC6 activator,MrgX1 antagonist,aSyn 5UTR inh,TRPC6 inh,IEC-6 tox
c1ccc(CN(Cc2cccs2)C(c2cccs2)c2nnnn2C2CCCC2)cc1 (stereo unspecified),-0.4,i,-45,i,13,i,i,i,-4,i,4
CCCCCC(=O)Nc1ccc(N2CCN(C(=O)CCC)CC2)cc1,-0.3,i,-32,i,2,i,i,i,33,i,-2
Cc1cccc(-c2nc(Nc3cccc(O)c3)c3ccccc3n2)c1,-9.0,i,-31,i,17,i,i,i,-1,i,-5
NC(=O)c1ccccc1NC(=O)Nc1cccc(Cl)c1Cl,-0.6,i,29,i,-19,i,i,i,-2,i,9
CCCCCOc1ccc(NC(=O)CCCC(=O)O)cc1,-0.7,i,-14,i,6,i,i,i,13,i,-1
Cc1ccccc1-c1nc(CN2CCC(C(=O)NCCCN3CCCC(C)C3)CC2)c(C)o1 (stereo unspecified),-0.5,i,-12,i,-2,i,i,i,-3,i,8
COC(=O)c1ccc(NC(=O)CN2CCN(c3cccc(Cl)c3)CC2)cc1,-0.2,i,9,i,3,i,i,i,-4,i,-10
CCC(C)(C)NC(=O)CN(Cc1ccc2c(c1)OCO2)C(=O)CCC(=O)Nc1nccs1,0.0,i,-12,i,-16,i,i,i,1,i,-1
S=c1[nH]nc(C2CC2)n1Cc1ccco1,-0.5,i,-19,i,-10,i,i,i,-7,i,2
Cc1ccc(C(=O)Nc2ccncc2)c(Cl)c1,0.1,i,-35,i,6,i,i,i,-32,i,-6
Cn1cc(C2CC(c3ccccc3)=NN2C(=O)c2ccccc2)c2ccccc21 (stereo unspecified),2.7,i,10,i,17,i,i,i,-7,i,3
CCc1ccccc1NC(=O)/C(C#N)=C\c1ccc(Sc2ccccc2)o1,-0.7,i,-13,i,-16,i,i,i,11,i,5
O=C(CN1C(=O)CNC1=O)Nc1cccc(C(F)(F)F)c1,0.2,i,4,i,-7,i,i,i,34,i,0
Cc1cc(Br)ccc1NC(=O)CCS(=O)(=O)c1cccc2nonc12,-0.7,i,-2,i,-7,i,i,i,11,i,-2
COc1ccc(-n2c(Cc3cccn3C)nnc2SCC(=O)NCc2ccc(F)cc2)cc1,0.0,i,-14,i,-1,i,i,i,20,i,-14
COc1ccc(C(=O)NNC(=O)c2cc3cc([N+](=O)[O-])ccc3oc2=O)cc1OC,0.1,i,-22,i,-2,i,i,i,7,i,7
CN(C(=O)COC(=O)/C=C/c1cccs1)c1c(N)n(Cc2ccccc2)c(=O)[nH]c1=O,-1.3,i,/,i,-10,i,i,i,-15,i,/

# Quoted at random: two compounds from above
SMILES,HIF activator,TRPC4 PAM,KLF5 inh,TRPC4 act,SKKanGAS inh,TRPC4 inh,TRPC6 activator,MrgX1 antagonist,aSyn 5UTR inh,TRPC6 inh,IEC-6 tox
OC[C@@H](O)[C@H](O)C(/C=N/Nc1ccccc1)=N\Nc1ccccc1,0.3,i,11,i,0,i,i,i,-17,i,9
CC(=O)N1CCN(CC(=O)Nc2ccc([N+](=O)[O-])cc2Br)CC1,-0.3,i,-20,i,0,i,i,i,-1,i,-1

# Source: PubChem BioAssay (several laboratories)
